Assay outcomes: PubChem BioAssay, several laboratories
proCasp7 act = activates human procaspase-7, counter-screen for procaspase-3 activators | P55210 | recombinant procaspase-7, Ac-DEVD-pNA absorbance 405 nm; D23A/D198A/D206A triple mutant, cannot self-cleave; scale: DMSO 0, 5 µM enzyme 100 | activation, % at 8.5 µM | 330,000 tested, 0.093% active | AID 463210;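 active = percent activation above the screen-wide mean plus 3 SD, cut at about 25% in these data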
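signal = Epi-absorbance of released pNA at 405 nm, two timepoints | assay system = Uncleavable procaspase-7 mutant enzyme | reagent = Ac-DEVD-pNA substrate, 400 µM as added | times = 1 h enzyme–compound preincubation and 2 h substrate reaction, both 25 °C | benchmarks = low DMSO alone, high DMSO plus 5 µM PC-7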
CIT2 TOR yeast = yeast TOR pathway CIT2-GFP modulation; GFP response vs DMSO, % at 10 µM; 320,000 tested, 0.065% active; S. cerevisiae CIT2-GFP strain, flow cytometry, 3 h; 100 means same as DMSO wells; AID 2029;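 active = GFP response relative to DMSO above a set limit, near the screen mean plus 3 SD, cut at about 150% in these data; inconclusive = Fewer than 70 cells measured for a yeast strain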;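 also: ratio of well median GFP fluorescence to mean of DMSO wells on the plate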
MEP2-GFP yeast = alters MEP2-GFP fluorescence in TOR pathway yeast screen. 330,000 tested, 0.51% active. GFP response vs DMSO, % at 10 µM. S. cerevisiae MEP2-GFP strain, flow cytometry GFP, 3 h; 100% = DMSO control level;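 active = GFP response versus DMSO above a set limit, roughly screen mean plus 3 SD, cut at about 180% in these data; inconclusive = fewer than 70 cells counted for a yeast strain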;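 also: median GFP fluorescence of the barcode-gated MEP2-GFP cells per well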
LAP4 TOR yeast = yeast TOR pathway LAP4-GFP modulation; S. cerevisiae LAP4-GFP multiplex, flow cytometry GFP, 3 h; median GFP as percent of DMSO wells; 320,000 tested, 0.34% active; GFP response vs DMSO, % at 10 µM;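 active = GFP response vs DMSO above a set limit, about the screen mean plus 3 SD, cut at about 150% in these data; inconclusive = under 70 cell events counted for the yeast strain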
AHR activator = activators of human aryl hydrocarbon receptor | 320,000 tested, 2.5% active | AID 2796 | AHR-responsive luciferase reporter cells, luminescence | activation, % at 5 µM; in the data active = activation above about 47%;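 also: 0% = vehicle wells and 100% = reference agonist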
Target sequence (P35869 whole entry, looked up): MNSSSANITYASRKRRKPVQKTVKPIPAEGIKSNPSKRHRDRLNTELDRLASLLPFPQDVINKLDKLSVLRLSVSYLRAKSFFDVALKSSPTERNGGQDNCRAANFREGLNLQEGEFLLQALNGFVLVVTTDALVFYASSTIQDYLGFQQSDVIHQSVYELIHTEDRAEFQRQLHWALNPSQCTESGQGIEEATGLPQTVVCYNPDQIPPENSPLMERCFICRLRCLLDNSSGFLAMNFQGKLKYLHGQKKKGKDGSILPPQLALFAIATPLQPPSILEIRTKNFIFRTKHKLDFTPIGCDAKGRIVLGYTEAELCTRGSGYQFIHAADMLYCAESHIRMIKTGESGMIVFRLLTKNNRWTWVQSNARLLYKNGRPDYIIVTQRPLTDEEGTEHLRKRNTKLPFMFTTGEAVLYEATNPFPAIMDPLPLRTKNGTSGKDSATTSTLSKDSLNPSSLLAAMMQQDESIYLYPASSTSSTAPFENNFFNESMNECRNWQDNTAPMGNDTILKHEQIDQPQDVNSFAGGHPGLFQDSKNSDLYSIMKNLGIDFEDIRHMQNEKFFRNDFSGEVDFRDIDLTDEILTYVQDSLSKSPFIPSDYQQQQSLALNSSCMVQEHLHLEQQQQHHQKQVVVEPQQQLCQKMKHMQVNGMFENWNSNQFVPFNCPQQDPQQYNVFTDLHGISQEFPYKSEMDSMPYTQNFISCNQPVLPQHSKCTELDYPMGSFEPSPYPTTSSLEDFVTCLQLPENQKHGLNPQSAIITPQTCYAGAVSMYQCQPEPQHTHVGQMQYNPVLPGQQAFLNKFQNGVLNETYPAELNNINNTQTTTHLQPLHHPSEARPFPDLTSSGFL
RPL19A-GFP yeast = alters RPL19A-GFP fluorescence in TOR pathway yeast screen; 330,000 tested, 0.3% active; percent response vs DMSO, % at 10 µM; S. cerevisiae RPL19A-GFP strain, flow cytometry, 3 h; hits give low values; AID 2025;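 active = percent response vs DMSO below 50%; inconclusive = fewer than 70 events counted for the yeast strain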;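 also: median channel GFP fluorescence of the barcoded RPL19A-GFP strain; ratio of sample median GFP to plate DMSO average so 100% = DMSO; lower means less RPL19A-GFP as with rapamycin TOR inhibition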
AGP1 TOR yeast = alters AGP1-GFP fluorescence in TOR pathway yeast screen; S. cerevisiae AGP1-GFP multiplex flow cytometry, 3 h; GFP as percent of DMSO wells; AID 2066; 320,000 tested, 0.02% active; GFP response vs DMSO, % at 10 µM;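 active = GFP response relative to DMSO above a set limit, near screen average plus 3 SD, cut at about 150% in these data; inconclusive = fewer than 70 cells counted for the yeast strain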;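 also: median GFP channel fluorescence of the gated AGP1 strain per well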
procasp3 activ = activators of human procaspase-3; P42574; recombinant procaspase-3 D3A, Ac-DEVD-pNA absorbance 405 nm; activation, % at 8.5 µM; 330,000 tested, 0.11% active;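 active = activation above the mean of all tested compounds plus 3 SD, cut at about 21% in these data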;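 also: 0% = DMSO alone and 100% = DMSO wells spiked with extra 5 µM PC-3 D3A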
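material = Procaspase-3 D3A mutant | probe or stimulus = Ac-DEVD-pNA | compound = single dose, 8.5 µM nominal compound, 0.8% DMSO | timing = 1 h preincubation, 2 h reaction | measured by = 405 nm absorbance of p-nitroaniline, reads at 0 and 120 min | benchmarks = DMSO-only low control, 5 µM PC-3 D3A high control | repeats = singlicate, each compound tested once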
Starred values were filed as active, the others as inactive; ? = inconclusive; . = not tested or not shown; & = joins results of further samples; [ ] = remark or other dose.

entry	Molecule	proCasp7 act	CIT2 TOR yeast	MEP2-GFP yeast	LAP4 TOR yeast
1	Cn1c(=O)c2c(nc(SCC(=O)NCc3ccc4c(c3)OCO4)n2Cc2ccc(Cl)cc2)n(C)c1=O	-9	91	105	95
2	Cc1ccccc1N=C1NC(=O)CS1	11	97	101	99
3	OC1(c2nc3ccccc3[nH]2)CCCCC1	4	97	104	95
4	FC(F)(F)c1nc(SCc2ccccc2)n[nH]1	0	111	105	84
5	COc1ccc(NC(=O)CSc2nc3ccccc3nc2N2CCCC2)cc1	1	101	100	104
6	Cc1ccccc1N1CCN(C(=S)c2ccc(-c3ccc([N+](=O)[O-])cc3)o2)CC1	-6	94	103	110
7	Clc1ccc(N2CCN(c3cnc4ccccc4n3)CC2)cc1	9	100	100	125
8	COc1cccc(Cn2nnc(C(=O)Nc3ccc(C)cc3)c2N)c1	2	98	90	98
9	Cc1cc(NC(=O)CN2C(=O)CC(c3ccco3)Sc3ccccc32)no1 (configuration not stated)	-13	106	99	102
10	CCc1ccccc1NC(=O)C(CC)Sc1nc2cc3c(cc2c(=O)n1Cc1ccco1)OCO3 (configuration not stated)	6	90	99	99

entry	AHR activator	RPL19A-GFP yeast	AGP1 TOR yeast	procasp3 activ
1	1	99	102	5
2	-3	101	104	0
3	0	105	101	-5
4	-1	103	105	-5
5	1	99	101	2
6	0	98	105	-11
7	-4	98	94	-3
8	-2	94	98	9
9	0	97	103	-10
10	-1	102	106	-4

(more compounds)
entry	Molecule	proCasp7 act	CIT2 TOR yeast	MEP2-GFP yeast	LAP4 TOR yeast
11	On1nnc2ccc3ccccc3c21	-5	110	112	105
12	O=C(C1CCCN(CCCc2ccccc2)C1)N1CCCCCC1 (configuration not stated)	1	101	97	88
13	CN(C(=O)c1coc(=O)c2ccccc12)c1ccc(F)cc1	-3	89	96	102
14	COc1ccc(OCCC(=O)NCc2ccccc2)cc1	-11	96	101	104
15	Cc1ccc(S(=O)(=O)N2CCN(c3ccccc3)CC2)cc1C	3	105	115	100
16	C=CC[C@@H](CC(=O)N[C@H](CO)Cc1ccccc1)C(=O)N[C@@H](C)COC(=O)[C@@H](CC=C)Cc1ccc(F)cc1	5	86	99	95
17	COc1cc2c(cc1OC)C(c1c(Cl)cccc1Cl)NC(=O)C2 (configuration not stated)	10	109	99	81
18	CCOC(=O)NC(NCc1ccccc1Cl)(C(F)(F)F)C(F)(F)F	-7	97	104	104
19	O=C(CS(=O)c1ccc(F)cc1)Nc1ccccc1Cl (configuration not stated)	-1	92	94	98
20	COc1cccc(N2CCN(Cc3nnnn3C3CCCCC3)CC2)c1	-6	107	104	97

entry	AHR activator	RPL19A-GFP yeast	AGP1 TOR yeast	procasp3 activ
11	7	108	117	13
12	-3	103	96	0
13	5	96	98	-8
14	7	98	97	3
15	2	99	101	-7
16	0	93	95	2
17	-1	103	101	0
18	-1	103	103	-6
19	-4	94	99	1
20	1	97	97	0

Continuation:
entry	Molecule	proCasp7 act	CIT2 TOR yeast	MEP2-GFP yeast	LAP4 TOR yeast
21	COc1ccc(OCC(=O)NC(=S)Nc2ccc3c4c(cccc24)CC3)cc1	1	103	106	91
22	CCc1ccccc1NC(=O)c1ccccc1Sc1ccc([N+](=O)[O-])cc1Cl	1	101	98	87
23	NS(=O)(=O)c1ccc(CCNc2ccc(C(F)(F)F)cn2)cc1	-4	?	354*[may fluoresce violet]	?
24	COc1cccc(S(=O)(=O)Nc2ccc(C(=O)NCc3ccco3)cc2)c1	8	96	97	99
25	COc1cccc(NC(=O)COC(=O)c2c(-c3ccccc3)noc2C)c1	-9	94	107	116
26	Cc1nc2ccccc2nc1CSc1nnc(N)s1	-1	86	100	91
27	Fc1ccc([C@@H]2CCNC[C@H]2COc2ccc3c(c2)OCO3)cc1	-9&-12&14	108&100&99	104&103&99	99&105&104
28	CCC(=O)Nc1cc(C)c(OC)c(C)c1	0	102	108	89
29	Cc1cc(NC(=O)CSCC(=O)NCc2cccc(C(F)(F)F)c2)no1	6	102	94	107
30	Cc1cccc(C2c3[nH]c4ccccc4c3CCN2C(=O)c2ocnc2C)n1 (configuration not stated)	1	97	101	101

entry	AHR activator	RPL19A-GFP yeast	AGP1 TOR yeast	procasp3 activ
21	5	103	102	-1
22	2	105	98	4
23	2	32*[may fluoresce violet]	?	0
24	0	96	99	3
25	6	100	97	-5
26	30	93	89	0
27	0&2&1	103&99&104	107&102&101	0&-4&-1
28	3	111	94	7
29	1	94	109	13
30	11	98	99	-2

New compounds follow
entry	Molecule	proCasp7 act	CIT2 TOR yeast	MEP2-GFP yeast	LAP4 TOR yeast
31	CCOC(=O)c1c([N+](=O)[O-])c(C)[nH]c(=O)c1C#N	10	97	92	.
32	O=C1CN(C(=O)COc2ccc(Br)cc2F)c2ccccc2N1	0	104	105	95
33	O=C(CSc1n[nH]c(-c2ccccc2)n1)Nc1ncccn1	12	104	104	93
34	COc1ccc(C(=O)NCc2ccc3c(c2)OCO3)cc1S(=O)(=O)N1CCCC1	-1	107	94	95
35	COc1ccc(C2N(c3cc(Cl)ccc3OC)C(=O)C3CCCN32)c(OC)c1 (configuration not stated)	2	99	112	102
36	COc1ccc(NCc2nnc(SCC(=O)Nc3cc(C(F)(F)F)ccc3Cl)o2)cc1	1	.	97	100
37	c1ccc(Oc2nc(NCc3ccco3)nc(NCc3ccco3)n2)cc1	-6	97	102	82
38	Cc1ccccc1C(C(=O)NC1CCCC1)N(C(=O)Cc1cccs1)c1ccc2c(c1)OCCO2 (configuration not stated)	1	106	108	104
39	CCOC(=O)N1CCC(NC(=O)c2ccc3c(c2)N(C)C(=O)/C(=C/c2cccc(OC)c2)S3)CC1	6	102	108	107
40	NC(=O)c1ccc(NC(=O)CCN=C2NS(=O)(=O)c3ccccc32)cc1	6	124	105	107

entry	AHR activator	RPL19A-GFP yeast	AGP1 TOR yeast	procasp3 activ
31	1	85	93	5
32	6	105	101	3
33	7	104	101	6
34	1	99	102	5
35	2	100	103	0
36	17	97	104	4
37	-3	101	109	-1
38	29	100	106	0
39	0	98	103	8
40	3	102	117	-3

Records listed above shown as hits in RPL19A-GFP yeast:
No.	Molecule	CIT2 TOR yeast	MEP2-GFP yeast	LAP4 TOR yeast	AHR activator	RPL19A-GFP yeast	AGP1 TOR yeast	procasp3 activ
23	NS(=O)(=O)c1ccc(CCNc2ccc(C(F)(F)F)cn2)cc1	?	354*[may fluoresce violet]	?	2	32*[may fluoresce violet]	?	0

Next results follow:
entry	Molecule	proCasp7 act	CIT2 TOR yeast	MEP2-GFP yeast	LAP4 TOR yeast
41	NC(=O)c1ccccc1NC(=O)c1ccoc1	-7	92	97	105
42	COc1ccc(-n2ncc3c2CC(C)(C)CC3NC(=O)CN2CCOC2=O)cc1 (configuration not stated)	.	87	99	84
43	COCC(C)NC(=O)c1cc2cc(OC)ccc2[nH]1 (configuration not stated)	-5	93	92	98
44	CSc1ccccc1OCc1cc(C(=O)N(C)CCc2c(C)n[nH]c2C)no1	-13	98	114	102
45	Cc1ccc(CN2C(=O)CCC2C(=O)NC2CCCC2)cc1 (configuration not stated)	-2	96	104	96
46	Cn1c(=O)c(C(N)=S)cn(-c2ccccc2)c1=O	4	110	110	93
47	COc1ccc(C(=O)NNC(=O)C2(C)CC2(Br)Br)cc1 (configuration not stated)	-1	94	95	98
48	CC(C)(C)NCC(O)COCc1ccc(Cl)cc1 (configuration not stated)	-6	88	93	88
49	CC1(c2nnc(-c3ccccc3)o2)CC(c2ccc(F)cc2)=NO1 (configuration not stated)	2	67	89	119
50	CN(CC(=O)Nc1ccccc1Br)C(=O)c1ccccc1OCc1ccc(F)cc1	3	98	95	104

entry	AHR activator	RPL19A-GFP yeast	AGP1 TOR yeast	procasp3 activ
41	-1	96	99	3
42	.	105	84	.
43	9	92	92	-6
44	34	103	96	3
45	-1	101	97	0
46	3	108	94	1
47	3	89	86	-7
48	3	.	87	-7
49	0	96	84	2
50	0	99	96	2

Next part
entry	Molecule	proCasp7 act	CIT2 TOR yeast	MEP2-GFP yeast	LAP4 TOR yeast
51	NC(=O)NOCc1ccccc1	-2	92	89	82
52	Cc1cccc(OC(C)C(=O)N2CCc3ccccc3C2)c1 (configuration not stated)	5	100	102	91
53	CN(C)S(=O)(=O)c1ccc(Cl)c(NC(=O)c2ccncc2)c1	1	97	109	99
54	FC(F)(F)c1cc(CCN2CCNC[C@@H]2CC2CCCCC2)cc(C(F)(F)F)c1	-6	100	101	103
55	c1cncc(-c2nc(NCc3ccco3)c3ccccc3n2)c1	-3	116	97	105
56	Cc1ccc(Cn2ncc3c(NCCCN4CCOCC4)ncnc32)cc1	14	102	99	94
57	Cc1nc2ccc(C(=O)OCc3nnc(-c4ccc(Br)cc4)o3)cc2nc1C	-6	103	105	89
58	CCOC(=O)C1=C(C)NC(=O)NC1c1ccc(N2CCC(c3ccccc3)=N2)cc1 (configuration not stated)	72*	87	107	99
59	CCN(CC)S(=O)(=O)c1ccc(Cl)c(NC(=O)COC(=O)c2cccn2C)c1	-1	94	103	79
60	Cc1ccc(C(=O)Nc2ccc(C(=O)/C=C/c3cccs3)cc2)cc1	-2	100	100	98

entry	AHR activator	RPL19A-GFP yeast	AGP1 TOR yeast	procasp3 activ
51	0	89	77	7
52	3	100	103	1
53	4	105	99	7
54	0	108	108	-6
55	29	101	107	-3
56	1	98	99	6
57	-4	111	104	5
58	57*	104	80	31*
59	4	100	89	-3
60	6	100	94	5

One compound at a time, from the list above.
Profile of Cc1ccc(S(=O)(=O)N2CCN(c3ccccc3)CC2)cc1C : proCasp7 act = 3; CIT2 TOR yeast = 105; MEP2-GFP yeast = 115; LAP4 TOR yeast = 100; AHR activator = 2; RPL19A-GFP yeast = 99; AGP1 TOR yeast = 101; procasp3 activ = -7
Profile of O=C1CN(C(=O)COc2ccc(Br)cc2F)c2ccccc2N1 : proCasp7 act = 0; CIT2 TOR yeast = 104; MEP2-GFP yeast = 105; LAP4 TOR yeast = 95; AHR activator = 6; RPL19A-GFP yeast = 105; AGP1 TOR yeast = 101; procasp3 activ = 3

A draw from above in order of SMILES length, smallest number first:
entry	Molecule	proCasp7 act	CIT2 TOR yeast	MEP2-GFP yeast	LAP4 TOR yeast
51	NC(=O)NOCc1ccccc1	-2	92	89	82
56	Cc1ccc(Cn2ncc3c(NCCCN4CCOCC4)ncnc32)cc1	14	102	99	94
59	CCN(CC)S(=O)(=O)c1ccc(Cl)c(NC(=O)COC(=O)c2cccn2C)c1	-1	94	103	79

entry	AHR activator	RPL19A-GFP yeast	AGP1 TOR yeast	procasp3 activ
51	0	89	77	7
56	1	98	99	6
59	4	100	89	-3
